Exocytosis inh: LAMP-1 surface exposure blockers, TALL-104 cells – cell-based, flow cytometry, MLPCN library, primary screen; TALL-104 LAMP-1 surface exposure; cells stimulated with thapsigargin and PMA; inhibition, % at 10 µM; 0.66% of 360,000 active;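 active = inhibition above about 55%, limit read from the data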
PDI inh: inhibitors of human PDI, primary screen, biochemical, turbidity, single point, plate reader | Protein disulfide-isomerase (Homo sapiens), P07237 | PDI insulin aggregation turbidity, A650, 90 min | inhibition, % at 10 µM | 0.052% of 350,000 active | AID 588391, 2011;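 active = mean inhibition across replicates of 30% or more, whatever share of single replicates reach that level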;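 also: absorbance from insulin aggregation driven by PDI reduction with DTT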
Target sequence (P07237 whole entry, looked up): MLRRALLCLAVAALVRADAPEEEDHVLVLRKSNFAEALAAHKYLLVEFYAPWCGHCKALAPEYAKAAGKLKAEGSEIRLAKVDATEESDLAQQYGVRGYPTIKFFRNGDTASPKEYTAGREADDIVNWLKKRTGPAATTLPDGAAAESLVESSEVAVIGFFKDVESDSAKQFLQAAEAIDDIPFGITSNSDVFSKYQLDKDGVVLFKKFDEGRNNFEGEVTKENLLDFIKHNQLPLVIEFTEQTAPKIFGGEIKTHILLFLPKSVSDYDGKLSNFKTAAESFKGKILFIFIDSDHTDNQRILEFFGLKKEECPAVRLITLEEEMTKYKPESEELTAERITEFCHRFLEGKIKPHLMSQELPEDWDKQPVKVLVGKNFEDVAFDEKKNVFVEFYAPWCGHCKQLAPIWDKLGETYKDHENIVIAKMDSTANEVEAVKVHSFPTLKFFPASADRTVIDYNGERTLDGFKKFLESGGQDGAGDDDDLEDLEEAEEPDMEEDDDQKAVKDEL
ABCB6 inh 2: ABCB6 transporter inhibitors, primary screen, K562-ABCB6 cells, flow cytometry, MLPCN library; K562-ABCB6 porphyrin accumulation, 1 h; active compounds read low; fluorescence ratio to DMSO, % at 10 µM; 0.19% of 360,000 active; AID 602162, 2011;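 active = fluorescence ratio to DMSO below 75%, the collection mean minus 3 SD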;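 also: signal is porphyrin accumulated inside mitochondria; 100% equals median channel fluorescence of DMSO control wells; lower ratio means ABCB6 inhibition with less porphyrin fluorescence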
H9c2 protect: cardioprotection against H2O2-induced cell death, primary screen, uHTS, H9c2 cells, ATPLite luminescence; H9c2 cardiomyocytes, H2O2 injury protection, 2 h; protection from H2O2 cell death, % at 20 µM; 0.63% of 360,000 active;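 active = compounds giving at least 50% protection of heart cells from peroxide-induced death in the single-dose screen, raw or plate-pattern-corrected value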;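 also: 0% = DMSO wells with peroxide and 100% = DMSO wells without peroxide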
m5-HT2A agonist: mouse Htr2a agonists via beta-arrestin recruitment, primary screen, cell-based, luminescence. 0.66% of 360,000 active. activation, % at 7.6 µM. CHO-K1 mHTR2A beta-arrestin complementation; percent of 30 µM serotonin response. 5-hydroxytryptamine receptor 2A (Mus musculus), P35363;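 active = activation above a run cutoff, the mean activation of all tested compounds plus 3 SD, cut at about 14% in these data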;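 also: 0% = plate median of compound wells and 100% = 30 µM serotonin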
ABHD5-PLIN5 inh: ABHD5-PLIN5 interaction inhibitors, primary screen, cell lysate, split luciferase complementation, luminescence | Perilipin-5 (Homo sapiens) + 1-acylglycerol-3-phosphate O-acyltransferase ABHD5 (Homo … | Split G. princeps luciferase complementation, 4 h | AID 602281, 2012 | inhibition, % at 4 µM | 0.78% of 360,000 active;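 active = inhibition above the mean inhibition across every tested compound plus 3 SD, cut at about 22% in these data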;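 also: 0% = DMSO only wells and the 100% control is not disclosed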
CaV13 ICDI inh: Disruptors of the CACNA1D IQ motif to Ca2+-dependent inactivation inhibitor domain association, primary screening, Förster resonance energy transfer in intact living …; HEK cells, CFP/YFP FRET ICDI-IQ, plate reader, 10 min; percent FRET-ratio fall versus neutral wells; inhibition, % at 12.3 µM; 0.098% of 340,000 active; AID 743397;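 active = mean replicate inhibition of at least 30% and at least 1% of replicates passing that level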;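 also: 0% = median of the neutral control wells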
MC4R barr agon: MC4R agonists recruiting beta-arrestin, primary screen, cell-based, luminescence, agonist arm of biased-ligand search. Melanocortin receptor 4 (Homo sapiens), P32245. U2OS MC4R beta-arrestin complementation; percent of melanotan II response, DMSO zero. activation, % at 8.9 µM. 0.98% of 360,000 active. AID 540308, 2011;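 active = activation above a per-plate cutoff, the mean activation of sample wells on that plate plus 3 SD, cut at about 8% in these data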
Target sequence (P32245 whole entry, looked up): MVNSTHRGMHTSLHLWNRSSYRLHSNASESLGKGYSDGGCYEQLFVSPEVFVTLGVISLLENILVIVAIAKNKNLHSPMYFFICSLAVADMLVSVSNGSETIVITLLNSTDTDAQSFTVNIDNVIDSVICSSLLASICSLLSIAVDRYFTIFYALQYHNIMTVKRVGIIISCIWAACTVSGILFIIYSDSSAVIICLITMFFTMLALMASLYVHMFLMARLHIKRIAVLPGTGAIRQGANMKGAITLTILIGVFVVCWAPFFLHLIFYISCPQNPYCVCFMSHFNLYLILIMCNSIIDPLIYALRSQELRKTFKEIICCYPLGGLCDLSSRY
MC4R antag cAMP: MC4R antagonists of cAMP signaling, primary screen, cell-based, TR-FRET, antagonist arm of biased-ligand search; inhibition, % at 6.5 µM; MC4R-expressing cells, MTII-stimulated cAMP, LANCE TR-FRET; 0.48% of 360,000 active;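 active = inhibition above its plate's cutoff, the mean of tested wells on that plate plus 3 SD, cut at about 29% in these data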;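 also: 0% = Melanotan II alone and 100% = Melanotan II plus saturating MCL0020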
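Assay system: U2OS-MC4R stable cell line; Also added: Melanotan II; Technique: Eu-cAMP/anti-cAMP TR-FRET, emission 671 nm; Times: 30-min compound, 1-h challenge, 1-h detection, room temperature.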
Glyco luc inh: increase of ERlucT glycosylation luciferase signal, primary screen, N-linked glycosylation inhibitor project, D54 ERlucT cells, luminescence, set 2; D54 ERlucT glycosylation luciferase reporter, 24 h; percent of 100 nM tunicamycin response; AID 588692, 2011; 0.23% of 360,000 active; reporter increase, % at 12.5 µM;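 active = mean luciferase reporter signal, scaled so untreated is 0 and the glycosylation-blocking control 100, at or above a set limit in every replicate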;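 also: luciferase carries N-glycosylation sites so blocking glycosylation raises the light; 0% = median of neutral control wells and 100% = median of 100 nM tunicamycin wells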
Active calls of the source: *; nt = not tested or not shown. Hits appear at their usual frequency; overall some 4.2% were active at least once.

SMILES | Exocytosis inh | PDI inh | ABCB6 inh 2 | H9c2 protect | m5-HT2A agonist | ABHD5-PLIN5 inh | CaV13 ICDI inh | MC4R barr agon | MC4R antag cAMP | Glyco luc inh
O=C(Cc1cccs1)N1CCN(S(=O)(=O)c2ccc(Br)cc2)CC1 | -3.4 | -16.3 | 100.0 | -5.2 | -0.9 | -4.2 | -4.8 | -2.1 | 8.6 | -2.3
COc1ccccc1N1CCN(C(=O)C2C3C=CC4(CN(Cc5ccccc5Cl)C(=O)C24)O3)CC1 (centres undefined) | 7.8 | -23.6 | 94.0 | 2.8 | 4.3 | 0.3 | -4.8 | -1.4 | -3.5 | 3.8
COc1ccc(-n2c(=S)[nH]c3cc(C(=O)NCCCN4CCOCC4)ccc3c2=O)cc1OC | -9.2 | 0.0 | 103.0 | 3.0 | -3.4 | -4.8 | -7.0 | 0.2 | -2.0 | 0.8
COc1ccc(Cc2nnc(NS(=O)(=O)Cc3ccccc3)s2)cc1 | 0.0 | -3.4 | 94.0 | 8.7 | -0.8 | 4.5 | -4.5 | -2.7 | 5.6 | -0.3
COc1ccc(NC(=O)c2cc(-c3ccccc3)on2)cc1OC | -0.2 | 4.9 | 98.0 | -3.4 | -5.5 | -2.1 | -3.4 | 6.4 | -4.0 | 0.1
COc1ccc(OC)c(C(=O)NC(CC(N)=O)c2ccc(N3CCN(c4ccccc4)CC3)c([N+](=O)[O-])c2)c1 (centres undefined) | -6.3 | -0.5 | 103.0 | -1.2 | -3.5 | -6.8 | -12.1 | 1.8 | 1.7 | -3.5
Cc1cc(/C(N)=N/OC(=O)c2ccccc2Cl)no1 | 2.8 | 1.0 | 104.0 | -10.5 | -1.6 | -6.2 | -20.9 | 1.2 | -4.0 | -18.1
COc1cccc(C(C(=O)NC2CCCC2)N(Cc2cccnc2)C(=O)Cc2cccs2)c1 (centres undefined) | -8.9 | 2.9 | 96.0 | 0.5 | 1.5 | 6.0 | -5.8 | -2.5 | 6.0 | 1.6
CCCCCC(=O)C(=O)c1ccc(O)cc1O | -5.2 | 5.2 | 99.0 | -3.2 | -7.5 | -7.1 | -4.9 | -1.5 | 16.9 | 1.4
COc1ccccc1OCCC(=O)OCC(=O)Nc1cc(S(=O)(=O)N2CCOCC2)ccc1Cl | -5.8 | 3.7 | 97.0 | -0.6 | -0.8 | 4.2 | -18.7 | -0.3 | 18.8 | 0.0
O=C(Nc1nnc([C@@H]2C[C@H](O)[C@@H](CO)O2)s1)c1cccc(OC(F)(F)F)c1 | 0.6 | -6.0 | 97.0 | 6.8 | 1.8 | 6.0 | -4.7 | -0.5 | 2.5 | 2.7
CCn1c(=S)sc2c(=O)n(-c3ccccc3)c(SCC(=O)NCc3ccco3)nc21 | -0.4 | 6.0 | 107.0 | -1.7 | -1.4 | 4.0 | -4.4 | 0.0 | 6.8 | 8.7
Cc1nn(Cc2c(Cl)cccc2Cl)c(C)c1C(=O)NCc1ccc(C)n1C | 3.8 | 7.4 | 105.0 | 3.0 | 3.7 | -1.3 | nt | 1.0 | 9.3 | -0.7
COc1ccc(NC(=O)CNS(=O)(=O)c2ccc(Cl)cc2)cc1 | -4.2 | -3.4 | 96.0 | -6.4 | 1.3 | 2.4 | -1.5 | -2.2 | -4.9 | -0.1
O=C(COc1ccc(Br)cc1Br)NC(=S)N1CCCc2ccccc21 | -2.1 | -9.7 | 97.0 | -0.5 | 1.5 | 0.7 | nt | 0.9 | 8.0 | -5.6
CCCC(=O)c1cc2cc(Cl)ccc2oc1=O | 0.6 | -10.3 | 104.0 | 3.7 | -0.4 | -1.5 | -4.1 | -1.4 | 2.9 | 0.8
Cc1ccc(CSc2nnc(Cn3c(=O)sc4ccccc43)n2C)cc1 | -1.9 | nt | 92.0 | 17.1 | -1.0 | 2.3 | -10.7 | -1.9 | 2.7 | -0.9
CCc1c(O)nc(SCC(=O)Nc2ccc(OC)cc2)n(C2CCCCC2)c1=O | -0.5 | 1.5 | 99.0 | 4.8 | 1.0 | -10.2 | -5.3 | 0.4 | 17.0 | -0.1
COc1ccc(NC(=O)c2cc(S(=O)(=O)N3CCCC3)ccc2OC)cc1 | -2.2 | -7.8 | 95.0 | -3.7 | -0.4 | -0.2 | -5.4 | -0.6 | 6.5 | -1.5
CN(C)C(=O)c1cc(C(=O)c2ccccc2)c[nH]1 | -2.1 | -6.3 | 96.0 | 0.4 | 2.2 | 4.8 | -3.7 | -2.1 | 4.4 | -0.5
COc1ccc(S(N)(=O)=O)cc1C(=O)N1CCCC1 | 4.6 | 8.2 | 94.0 | -1.2 | 2.1 | 7.3 | -3.8 | -3.2 | -1.7 | 2.0
O=C(NNC(=O)c1cc(Br)ccc1O)c1csc(N2CCOCC2)n1 | 0.7 | 4.9 | 92.0 | 66.4* | 5.5 | 4.8 | nt | 0.0 | 12.9 | -3.0
COc1ccc(S(=O)(=O)N2CCCC2C(=O)Nn2cnnc2)cc1 (centres undefined) | -1.8 | 9.6 | 97.0 | -0.2 | 5.1 | 3.1 | -4.8 | -0.9 | -3.1 | 3.9
COc1cccc(CN(CC(=O)NCc2ccco2)C(=O)CNS(=O)(=O)c2ccccc2)c1 | 8.7 | 6.7 | 93.0 | 0.1 | 10.1 | 6.0 | -3.7 | -1.8 | 11.1 | 2.4
COc1ccc(/C=N/N2C(=O)C3C4C=CC(CC4)C3C2=O)c(OC)c1 (centres undefined) | -2.7 | -9.2 | 99.0 | -1.3 | -0.6 | 0.7 | -4.2 | -1.1 | 5.7 | 0.2
COc1cccc(Nc2c(F)c(F)c(F)c(F)c2C(=O)O)c1 | 1.5 | 8.2 | 87.0 | 6.3 | -1.4 | -0.8 | -4.6 | 0.9 | 12.3 | 1.0
COc1ccc2oc(-c3ccco3)cc(=O)c2c1 | -1.3 | 0.9 | 103.0 | -3.5 | 1.1 | 1.6 | -0.6 | 0.4 | 11.2 | -4.7
CCOC(=O)C1CCN(c2ncnc3c2cnn3C)CC1 | -0.7 | 0.8 | 98.0 | 1.0 | -1.3 | 0.8 | nt | 0.0 | 6.3 | 0.7
COc1ccc(CNCCCO)cc1OC | -3.5 | -1.1 | 104.0 | 0.5 | -3.2 | -2.9 | -10.4 | 0.7 | 9.6 | -0.7
O=C(COC(=O)c1ccc(O)cc1O)Nc1ccc2ccccc2c1 | -1.1 | 2.7 | 92.0 | -15.7 | -8.3 | 0.5 | -5.0 | 0.6 | -3.7 | -6.9
CO/N=C/c1ccc(OC)c(Oc2nc(OC)cc(OC)n2)c1 | -1.2 | 5.9 | 96.0 | 2.3 | 2.8 | -1.6 | 15.2 | 0.7 | 14.4 | 15.6
CC1CN(CC(=O)Nc2cccc(C(=O)Nc3cccc(C(F)(F)F)c3)c2)CC(C)O1 (centres undefined) | -1.1 | 11.3 | 107.0 | -0.8 | 2.7 | 0.8 | -0.9 | -0.5 | 7.3 | -4.1
Cc1cc(C)cc(OCC(=O)OCC(=O)NC2CCCCCC2)c1 | -0.7 | -3.9 | 102.0 | 6.3 | 2.0 | 1.1 | -5.6 | 1.0 | -0.3 | -0.2
c1ccc(-n2ncc3c(N4CCN(c5ccccn5)CC4)nc(N4CCCCCC4)nc32)cc1 | 1.4 | 3.4 | 94.0 | 2.4 | -1.9 | 3.6 | -2.6 | -0.6 | 4.7 | 1.4
COC(=O)C1=C(C)N(CCCC(=O)O)C(=O)NC1c1ccc([N+](=O)[O-])cc1 (centres undefined) | 1.5 | -0.9 | 105.0 | 2.0 | 2.8 | 3.5 | -5.8 | 0.7 | 1.1 | 1.2
Cc1ccc(S(=O)(=O)/C(C#N)=C/c2c(N3CCN(C)CC3)nc3ccccn3c2=O)cc1 | -0.6 | -16.4 | 99.0 | -5.7 | -3.1 | 5.8 | nt | -0.9 | 7.0 | -0.7
CC(=NNC(=O)c1cc(C)oc1C)c1ccc(Br)s1 | -2.3 | -1.2 | 98.0 | 0.6 | 0.0 | 5.3 | -3.1 | 0.2 | 0.3 | -0.8
O=C(Nc1ccc2c(c1)OCCO2)C1CCN(C(=O)c2ccc([N+](=O)[O-])cc2)CC1 | 14.1 | 0.7 | 97.0 | 0.8 | 3.5 | 0.0 | -4.8 | -1.9 | 7.3 | 0.8
Cc1ccc(N(C(=O)CCC(=O)Nc2cc(C)on2)C(C(=O)NC2CCCC2)c2ccncc2)cc1 (centres undefined) | -0.6 | -0.7 | 97.0 | -4.0 | -0.4 | 1.2 | -3.8 | -0.5 | 13.5 | -0.7
CCc1ncc(C(O)c2ccc(Cl)cc2)n1Cc1ccccc1 (centres undefined) | 3.1 | 14.4 | 94.0 | -10.3 | -0.9 | 3.1 | -15.7 | 0.2 | 9.4 | -2.8

Sorted by value in MC4R antag cAMP (lowest first): 3 from the list above
SMILES,Exocytosis inh,PDI inh,ABCB6 inh 2,m5-HT2A agonist,ABHD5-PLIN5 inh,CaV13 ICDI inh,MC4R barr agon,MC4R antag cAMP,Glyco luc inh
COc1ccc(S(N)(=O)=O)cc1C(=O)N1CCCC1,4.6,8.2,94.0,2.1,7.3,-3.8,-3.2,-1.7,2.0
COC(=O)C1=C(C)N(CCCC(=O)O)C(=O)NC1c1ccc([N+](=O)[O-])cc1 (centres undefined),1.5,-0.9,105.0,2.8,3.5,-5.8,0.7,1.1,1.2
O=C(NNC(=O)c1cc(Br)ccc1O)c1csc(N2CCOCC2)n1,0.7,4.9,92.0,5.5,4.8,nt,0.0,12.9,-3.0

The results go on.
SMILES | Exocytosis inh | PDI inh | ABCB6 inh 2 | H9c2 protect | m5-HT2A agonist | ABHD5-PLIN5 inh | CaV13 ICDI inh | MC4R barr agon | MC4R antag cAMP | Glyco luc inh
C=CCOc1ccccc1CN1CCC(CO)(CCOc2ccccc2)CC1 | 69.3* | -0.3 | 99.0 | 4.0 | -1.8 | 16.1 | -5.0 | 1.5 | 0.4 | 0.9
O=C(c1cccs1)N1CCN(c2nc3ccccc3s2)CC1 | -4.0 | -4.4 | 102.0 | -0.8 | 5.5 | 9.9 | -6.6 | 0.2 | -3.2 | 0.5
CCN(C[C@H]1N[C@@](CC)(C(=O)OC)[C@H]2C(=O)N(C)C(=O)[C@@H]12)C(=O)c1ccc(F)cc1 | 0.1 | -0.5 | 98.0 | -1.4 | -4.4 | 5.9 | -5.4 | 0.9 | 4.2 | 0.1
CCC[C@H]1CN(c2ccc(OC)cc2)C(=O)[C@@H]1CC(=O)Nc1ccccc1 | -2.2 | -2.2 | 96.0 | -5.6 | -3.0 | 0.3 | -6.9 | 1.4 | 5.9 | 2.7
COc1ccc2ccccc2c1-c1csc(N)n1 | -7.4 | -6.4 | 103.0 | -2.6 | 2.9 | 0.7 | -4.2 | 0.2 | -1.7 | -1.0

High-throughput results deposited in PubChem by several laboratories.
